Myeloid diff 2 – induction of myeloid progenitor differentiation, primary screen, cell-based, flow cytometry, MLPCN library; calls only at 10 µM; ER-HoxA9 myeloid progenitors, lysozyme-GFP differentiation; hit rate 1% among 360,000; AID 624256, 2012;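 active = normalized GFP-positive differentiation at or above the plate's own cutoff, the solvent-only control mean plus 3 SD; inconclusive = no clear call, values can overlap the other calls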;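 also: cells exposed to compound for four days before flow analysis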
HEK293 NOD2/NF-kB – NOD2 signaling inhibitors, cell-based, luminescence, uHTS, HEK293 (AID 1566) | hit rate 0.63% among 290,000 | HEK293 NOD2/NF-kB luciferase reporter, luminescence; higher % means a stronger effect | inhibition, % at 4 µM; hits with a dose series show EC50 in µM; also: many of its hits are not listed in these tables
LYP inhibition – inhibitors of LYP phosphatase, biochemical, fluorescence intensity, uHTS (AID 1779); recombinant LYP phosphatase, fluorescence intensity; higher % means a stronger effect; inhibition, % at 11.5 µM; hits with a dose series show IC50 in µM; hit rate 0.054% among 290,000;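 also: plate controls were vehicle with enzyme for no effect and no enzyme for full effect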
AID2073 – inhibitors of Mint1-CaV2.2 protein interaction, biochemical, HTRF (AID 2073); HTRF protein-protein interaction, Mint1-CaV2.2; higher % means a stronger effect; inhibition, % at 20 µM; hits with a dose series show IC50 in µM; hit rate 0.19% among 290,000; in the data active = inhibition mostly above about 51%, no sharp cut-off; inconclusive = no clear call, values can overlap the other calls; inactive = mostly below about 53%; also: some results filed as inactive read as strong as hits
Lipid droplet – inhibitors of hepatocyte lipid droplet formation, primary screen, imaging, high-throughput imaging, BODIPY stain; inhibition, % at 6.5 µM; AML12 mouse hepatocytes, oleate lipid droplets; hit rate 0.4% among 240,000;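 active = lipid droplet intensity inhibited by at least 50%, with more than 500 cells counted; inconclusive = wells with under 300 cells, treated as cytotoxic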
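Material – AML12 mouse liver cells · Also added – oleate loading, 100 µM · Compound dosing – 6.5 µM single-point dosing · Times – overnight treatment with compound plus oleate · Measured by – fluorescence imaging, 20x objective, two fields per well · Read-out – percent inhibition of filter-corrected integrated lipid droplet intensity per well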
Siah-1 displacement – Siah-1 peptide-binding antagonists, primary screen, biochemical, fluorescence polarization, rhodamine-plectin, uHTS (AID 1817); hit rate 0.02% among 290,000; E3 ubiquitin-protein ligase SIAH1 (Homo sapiens); displacement, % at 20 µM; hits with a dose series show IC50 in µM; Siah-1 / rhodamine-plectin peptide fluorescence polarization; higher % means a stronger effect;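 active = displacement of at least 50% at 20 µM, with a fluorescence ratio check between 0.3 and a set limit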;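 also: plate controls were Siah plus tracer with DMSO for no effect and tracer alone without Siah for full effect; strong numbers were not always called active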
NS5 inhibitors – Dengue-2 NS5 methyltransferase inhibitors, primary screen, biochemical, confirmation dose response (AID 588689) | Dengue-2 NS5 methyltransferase capping enzyme assay, biochemical; higher % means a stronger effect | one-dose inhibition, % at 25 µM; IC50 in µM for titrated hits | Genome polyprotein (Dengue virus type 2 (strain 16681-PDK53)) | hit rate 0.3% among 340,000; in the data active = a potency from the dose series; inconclusive = inhibition above about 29% without an active follow-up result
HIV fusion peptide – inhibitors of HIV fusion peptide binding, primary screen, biochemical, uHTS, fluorescence dequenching (AID 1986) | cell-free peptide binding, fluorescence dequenching, 30 min; higher % means a stronger effect | inhibition, % at 20 µM; hits with a dose series show IC50 in µM | hit rate 0.3% among 290,000; in the data active = inhibition mostly above about 52%, no sharp cut-off; inactive = mostly below about 76%; also: some results filed as inactive read as strong as hits
XIAP displacement – XIAP antagonists, biochemical, IAP family, fluorescence polarization (AID 1018); XIAP BIR domain, fluorescence polarization peptide displacement; higher % means a stronger effect; displacement, % at 20 µM; hits with a dose series show IC50 in µM; hit rate 0.007% among 200,000; in the data active = displacement above about 50%; also: a part of the inactive calls stands beside numbers as strong as those of hits
Lipid droplet cells 6.5 µM – recorded beside Lipid droplet, whose call it bears; cell count; measured here: cell count, cytotoxicity flag;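 cells counted across two imaged fields per well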
Myeloid diff 2 GFP+ MAC1+ % – second read-out of Myeloid diff 2, no call of its own (marks repeat the call); GFP+ MAC1+ double positive, %; measured here: differentiation confirmed by MAC1 staining
Numbers without * were called inactive; i = inactive; ? = inconclusive; . = no result given. Rule as the data show it, unless noted: active = inhibition above about 50%; inactive = the rest.

Below each compound: Myeloid diff 2, Myeloid diff 2 GFP+ MAC1+ %, HEK293 NOD2/NF-kB, LYP inhibition, AID2073, Lipid droplet, Lipid droplet cells 6.5 µM, Siah-1 displacement, NS5 inhibitors, HIV fusion peptide, XIAP displacement
1	NC(=O)C1CCCN(C(=O)c2ccc3nc(Cc4cccc(Cl)c4)oc3c2)C1 (centres undefined)
  i, 1.6, 19%, -2%, -5%, 5, 736, 0%, -4%, 2.6%, .
2	O=C(NCCCn1ccnc1)c1cc2c(ccc3ccccc32)o1
  ., ., -7%, -13%, 10%, -13, 674, -8%, ., 0.2%, -6.4%
3	Cc1ccc(N2CCN(S(=O)(=O)N(C)C)CC2)cc1Cl
  i, 0.6, -1%, -7%, -2%, 2, 809, -3%, -7%, -2.9%, -9.0%
4	CC(C)COc1ccc(-c2nn(-c3ccccc3)cc2/C=C2/SC(=S)N(CC(=O)O)C2=O)cc1
  i, 0.3, 1%, -5%, 26%, 2, 823, i, ., 8.1µM*, .
5	CCCCc1nc2ccccc2c(NC(=O)CN(CC)CC)c1CCC
  i, 1.4, 7%, -4%, 0%, ., ., 3%, -2%, -2.6%, -3.8%
6	CC1CCN(C(=O)CNC(=O)c2cccc(OC(F)F)c2)CC1
  i, 1.0, -15%, -6%, 1%, 0, 718, 5%, -3%, 2.6%, -0.2%
7	COc1ccc2oc(=O)c(C(=O)N3CCN(c4ccc(F)cc4)CC3)cc2c1
  i, 1.2, 6%, -2%, 10%, 4, 714, 17%, -8%, 1.0%, -1.7%
8	CCC(C(=O)NCCC1=CCCCC1)c1ccccc1 (centres undefined)
  i, 0.6, 1%, -4%, -11%, -6, 577, 4%, -1%, 0.4%, -4.4%
9	O=C(COc1ccc2c(c1)CCC2)NCc1ccccc1
  i, 1.6, 4%, -2%, 1%, 0, 644, -9%, -6%, 1.0%, -3.7%
10	COc1ccc(/C=N/NC(=O)C[n+]2ccccc2)c(OC)c1
  i, 0.9, 14%, -1%, -3%, -1, 702, 6%, -1%, 0.3%, -4.9%
11	COC(=O)c1cc(C(=O)OCC(=O)N2c3ccccc3NC(=O)C2(C)C)cc([N+](=O)[O-])c1
  i, 0.5, 4%, -4%, 2%, -11, 591, 8%, -4%, -2.8%, -6.8%
12	CC(NC(=O)C1CCC(CNS(=O)(=O)c2ccccc2)CC1)c1ccccc1 (centres undefined)
  i, 0.9, -15%, 2%, 13%, -1, 686, 4%, -6%, 1.8%, .
13	Cc1nc(-c2ccc(Cl)cc2)sc1C1(C)CC(c2ccc(C#N)cc2)=NO1 (centres undefined)
  i, 0.3, 11%, 4%, 3%, 36, 677, -2%, -4%, 2.1%, .
14	COC(=O)c1ccc(NC(=O)CSc2nc3cccnc3n2C)cc1
  i, 0.6, 1%, -4%, -12%, -14, 705, -1%, -6%, 3.4%, -17%
15	CC1(C)CC(=O)C(C=NCCN2CCNC2=O)=C(O)C1
  i, 0.3, 6%, 0%, -2%, -10, 744, -3%, 1%, 2.2%, -0.6%
16	Cc1cc(C)cc(NC(=O)COc2ccc3c(C)c(Cc4ccccc4)c(=O)oc3c2)c1
  ., ., 9%, 10%, 22%, -12, 659, 15%, ., 0.7%, -6.0%
17	COc1ccc(N2CCN(C(=O)CCCC3=NS(=O)(=O)c4ccccc4N3)CC2)cc1
  i, 0.4, 6%, -1%, 26%, ., ., 0%, -9%, -1.1%, -1.6%
18	Cc1ccc(N(C)S(=O)(=O)c2cccc(C(=O)NC3=NCCS3)c2)cc1
  i, 0.3, 22%, 0%, 4%, -6, 720, -5%, -3%, -2.6%, -2.7%
19	COC(=O)c1ccc(NC(=O)CCc2nnc3ccc(NCc4ccco4)nn23)cc1
  ?, ., -14%, -7%, 30%, -5, 731, 1%, 35%, 3.1%, .
20	COc1ccc(/C=C2/SC(=O)N(CCCCCC(=O)Nc3ccccc3C(=O)O)C2=S)cc1
  i, 1.0, 35%, -3%, 20%, 8, 652, 25%, 47%, 18µM*, -5.7%

The final four records of the section above come first, to join the parts:
Below each compound: Myeloid diff 2, Myeloid diff 2 GFP+ MAC1+ %, HEK293 NOD2/NF-kB, LYP inhibition, AID2073, Lipid droplet, Lipid droplet cells 6.5 µM, Siah-1 displacement, NS5 inhibitors, HIV fusion peptide, XIAP displacement
17	COc1ccc(N2CCN(C(=O)CCCC3=NS(=O)(=O)c4ccccc4N3)CC2)cc1
  i, 0.4, 6%, -1%, 26%, ., ., 0%, -9%, -1.1%, -1.6%
18	Cc1ccc(N(C)S(=O)(=O)c2cccc(C(=O)NC3=NCCS3)c2)cc1
  i, 0.3, 22%, 0%, 4%, -6, 720, -5%, -3%, -2.6%, -2.7%
19	COC(=O)c1ccc(NC(=O)CCc2nnc3ccc(NCc4ccco4)nn23)cc1
  ?, ., -14%, -7%, 30%, -5, 731, 1%, 35%, 3.1%, .
20	COc1ccc(/C=C2/SC(=O)N(CCCCCC(=O)Nc3ccccc3C(=O)O)C2=S)cc1
  i, 1.0, 35%, -3%, 20%, 8, 652, 25%, 47%, 18µM*, -5.7%
21	Cc1ccc(-n2c(SCC(=O)Nc3ccc(Cl)cc3)nc(O)cc2=O)cc1
  i, 0.2, 10%, -5%, 5%, -1, 675, -6%, -10%, 20%, .
22	COc1ccc(C(=O)CC(=O)O)c2c1C=CC(C)(C)O2
  i, 0.9, -11%, -1%, 17%, ., ., 0%, -3%, 0.0%, -3.3%
23	Cc1cccc(N=C2C(=O)Nc3c(Cl)cccc32)c1
  i, 0.7, 11%, -7%, 4%, -4, 813, 2%, 1%, -3.3%, .
24	CC(=O)C1=C(O)CC(c2ccccc2)CC1=NCCc1c(C)[nH]c2ccccc12 (centres undefined)
  i, 3.9, 6%, -1%, 2%, 0, 712, -1%, 2%, -3.9%, -4.9%
25	Nc1nonc1-n1nnc(C(=O)N/N=C/c2cccs2)c1CSc1ccccc1
  i, 3.1, -4%, -10%, 4%, -1, 751, -10%, 0%, 1.8%, .
26	O=C(O)C1CC=CCC1C(=O)Nc1ccccc1C(=O)N1CCN(c2ccc(Cl)cc2)CC1 (centres undefined)
  i, 0.2, 2%, -7%, 25%, -3, 704, 4%, ., 0.2%, -2.8%
27	CC(C(=O)Nc1ccccc1Br)N1c2cccc3cccc(c23)S1(=O)=O (centres undefined)
  i, 2.1, -10%, 3%, 27%, -28, 666, 4%, 7%, -2.4%, .
28	COc1ccc(OC)c(N2CC(O)=C(c3nc4ccccc4s3)C2=N)c1
  i, 0.9, -8%, -6%, 3%, ., ., -3%, -6%, 0.7%, -7.5%
29	C/C(Sc1nnc(Cc2ccccc2)o1)=C(/O)c1ccccc1
  i, 6.2, 8%, -12%, -3%, ., ., 3%, -1%, 7.3%, -1.8%
30	O=C(NCc1ccccc1)/C(=C/c1ccc([N+](=O)[O-])cc1)NC(=O)c1ccco1
  i, 0.3, -5%, -4%, 3%, -30, 779, -6%, -13%, -1.3%, .
31	CCN(CC)C(=O)COC(=O)C1=NN(c2cc(C)ccc2C)C(=O)CC1
  i, 0.5, -1%, -7%, 0%, 2, 779, -1%, 2%, -0.6%, .
32	Cc1cccc(OCc2nc(C#N)c(N3CC(C)CC(C)C3)o2)c1 (centres undefined)
  i, 0.8, -33%, -5%, 1%, ., ., 0%, -6%, -0.4%, -4.6%
33	COc1cccc(CNC(=O)CCC2CCCN(C(=O)c3ccoc3C)C2)c1 (centres undefined)
  i, 0.5, -1%, -1%, -9%, -2, 711, 3%, -2%, 1.2%, -3.8%
34	CC(C)OCCCNC(=O)CN1C(=O)/C(=C/c2ccccc2F)Oc2ccccc21
  i, 0.3, 21%, -13%, ?, ., ., -2%, -2%, -0.8%, .
35	C=CCOC(=O)c1ccc(-n2cncn2)nc1
  i, 0.7, 1%, 0%, 1%, -14, 767, 3%, 4%, 0.1%, -2.0%
36	CCCC(=O)Nc1c(-c2ccccc2Cl)c(=O)c2ccccc2n1C
  ., ., 8%, -6%, 0%, 3, 831, 14%, -5%, -1.0%, .
37	COC(=O)c1cn(CCOc2ccc(C)cc2)c2ccccc12
  i, 0.8, -11%, 6%, -1%, 6, 737, 0%, -3%, 2.7%, -3.6%
38	C/C(=N/NC(=O)c1sc(NS(=O)(=O)c2ccccc2)nc1C)c1ccccc1
  i, 0.2, 10%, 9%, 21%, 6, 680, 8%, 6%, 18%, 3.9%
39	Cc1ccc2nc(-c3ccc(NC(=O)CN4CCN(c5ccccn5)CC4)cc3)sc2c1
  i, 0.5, -38%, -8%, 27%, 2, 826, 7%, ., 1.5%, .
40	CCn1c(C)nc2cc(C(=O)NNS(=O)(=O)c3ccc(C)cc3C)ccc21
  i, 0.3, 9%, -9%, 2%, 1, 755, 3%, 2%, -0.8%, -9.7%

Continued (two carried over from the part before).
Below each compound: Myeloid diff 2, Myeloid diff 2 GFP+ MAC1+ %, HEK293 NOD2/NF-kB, LYP inhibition, AID2073, Lipid droplet, Lipid droplet cells 6.5 µM, Siah-1 displacement, NS5 inhibitors, HIV fusion peptide, XIAP displacement
39	Cc1ccc2nc(-c3ccc(NC(=O)CN4CCN(c5ccccn5)CC4)cc3)sc2c1
  i, 0.5, -38%, -8%, 27%, 2, 826, 7%, ., 1.5%, .
40	CCn1c(C)nc2cc(C(=O)NNS(=O)(=O)c3ccc(C)cc3C)ccc21
  i, 0.3, 9%, -9%, 2%, 1, 755, 3%, 2%, -0.8%, -9.7%
41	Cc1ccc(N2C(=O)C3C(C2=O)N2CCCN2C3c2ccccc2)cc1C (centres undefined)
  i, 0.3, 22%, -2%, 2%, 17, 700, -3%, ., 1.5%, -0.7%
42	CC1(C)CC(=O)C(=Cc2cn(CCC#N)nc2-c2ccc(Cl)cc2)C(=O)C1
  i, 0.1, 10%, -7%, 19%, 14, 650, 1%, 32µM*, -0.7%, -7.1%
43	CCCN1CCN(C2CCCCC2NS(=O)(=O)c2ccc(Cl)cc2)CC1 (centres undefined)
  i, 0.0, -28%, -10%, -5%, 11, 739, 0%, 2%, -1.2%, .
44	Cc1cc(C)c(S(=O)(=O)N2CCOCC2)cc1C
  i, 0.0, -8%, 4%, -15%, 0, 674, -2%, -5%, 0.9%, -3.6%
45	CCOC(=O)c1ccccc1-n1c(C)cc(C2N=C(N)Nc3nc4ccccc4n32)c1C (centres undefined)
  i, 0.8, -8%, -10%, -3%, -7, 811, 0%, -3%, -4.1%, -1.7%

Only part of the results is shown, so the mix of outcomes need not match the whole.
